FAS-TE inh = blocks the thioesterase domain of human fatty acid synthase. recombinant FAS-TE, OMFH fluorogenic substrate, fluorescence endpoint. inhibition, % at 15 µM. P49327. 360,000 tested, 0.67% active;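 active means compounds whose normalised, plate-corrected inhibition of enzyme fluorescence in the single-dose primary screen is 50% or more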;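 further: 0% = DMSO with enzyme and 100% = substrate without enzyme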
NadD block = inhibitors of Staphylococcus aureus NadD. purified NadD enzyme, colorimetric absorbance read-out. AID 602399. inhibition, % at 20 µM. 360,000 tested, 0.78% active; in the data active means inhibition above about 26%; further: some compounds past the cut are filed as inactive
CSN deneddyl inh = CSN deneddylation inhibition; Purified CSN, SCF-Nedd8-OG deneddylation, fluorescence polarization; Q92905; inhibition, % at 12.5 µM; 360,000 tested, 0.38% active;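 active means pattern-corrected inhibition above about 35%, with an unprinted fluorescence ratio check between 0.5 and 1.5, limit read from the data, passing the limit was not always enough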;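 further: 0% = enzyme with substrate and 100% = substrate without enzyme; some results filed as inactive read as strong as hits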
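Assay system: HEK293T-derived human Csn5 enzyme; quantity: 0.24 nM enzyme; medium: Tris/NaCl/DTT buffer, pH 7.5; also added: substrate SCFSkp2-Nedd8OG, 10 nM; doses: 12.5 µM compound; schedule: 90 min reaction at room temperature; signal: FP; read-out: % inhibition of substrate cleavage by Csn5; benchmarks: substrate-only high control, full reaction low control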
SKN-1 block = C. elegans SKN-1 inhibition; AID 624304; inhibition, % at 21.8 µM; 360,000 tested, 0.49% active; C. elegans VP596 Pgst-4::GFP/RFP ratio, acrylamide-induced, 24 h;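 active means interference check ratio from 0.5 to 1.5 plus GFP to RFP signal ratio inhibition reaching or exceeding a fixed threshold, cut at about 30% in these data, passing the limit was not always enough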; further: some compounds called inactive have numbers as strong as hits
MT1-MMP act inh = inhibitors of human MT1-MMP activation; P50281; HT1080 RFP-PRO-GFP cells, GFP/RFP ratio fluorescence, overnight; percent of plate control window, DMSO zero; GFP/RFP ratio change, % at 20 µM; 360,000 tested, 0.061% active; AID 651647;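 active means GFP/RFP ratio change of at least 30% with cell ATP level not reduced by more than half and red fluorescence within 50% of control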; further: strong numbers were not always called active
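Test system: HT1080 cells expressing an RFP-PRO-GFP fluorescent reporter construct / Compound dosing: single-point 20 µM compound, 1% DMSO / Schedule: cells overnight before dosing, compound overnight, 37 °C, 5% CO2 / Evaluation: GFP/RFP fluorescence ratio / Control set: DMSO and RFP-L50D-GFP cell wells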
Rpn11 block = inhibitors of human proteasome Rpn11. human 26S proteasome, Ub4-pepOG fluorescence polarization; 20S core pre-blocked with epoxomicin. 360,000 tested, 0.59% active. calls only at 20 µM. O00487;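 active means inhibition at 20 µM, scaled to each plate's controls, above about 33%, limit read from the data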
MLLE-PAM2 inh = inhibitors of microRNA-mediated deadenylation, human PABP1 MLLE binding; inhibition, % at 20 µM; 360,000 tested, 0.36% active; AID 588489; P11940; GST-MLLE / FITC-PAM2 fluorescence polarization; in the data active means inhibition above about 35%, passing the limit was not always enough;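 further: plate controls were DMSO wells with GST-MLLE for no effect and wells lacking GST-MLLE protein for full effect; some results filed as inactive read as strong as hits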
Rin1 Abl inh = human Rin1-Abl interaction inhibition; TR-FRET Rin1/Abl binding, biochemical; inhibition, % at 7.35 µM; 360,000 tested, 0.4% active; in the data active means inhibition above about 5%, passing the limit was not always enough
Neddyl block = blocks human cullin neddylation; TR-FRET cullin neddylation, biochemical; calls only at 25 µM; 360,000 tested, 0.58% active; AID 651699; in the data active means inhibition above about 36%
Numbers without * were called inactive; i = inactive; / = not tested or not shown.

SMILES | FAS-TE inh | NadD block | CSN deneddyl inh | SKN-1 block | MT1-MMP act inh | Rpn11 block | MLLE-PAM2 inh | Rin1 Abl inh | Neddyl block
COc1ccc(CCNC(=O)CSCc2ccc(C)cc2)cc1OC | -2 | -9 | 3 | 0 | 0 | i | -3 | 4 | i
O=S(=O)(NCCS(=O)(=O)N1CCN(c2ccccc2)CC1)c1ccc(F)cc1 | -6 | -6 | -3 | 4 | 3 | i | -2 | 4 | i
CCCCc1ccc(-c2csc(/C(C#N)=C/c3ccco3)n2)cc1 | 26 | -6 | 24 | 33 | 0 | i | -19 | -1 | i
CC(C)(C)C(=O)CSc1ccc(S(=O)(=O)N2CCN(Cc3ccccc3)CC2)cn1 | 29 | -3 | -1 | -14 | -1 | i | 17 | 3 | i
O=C(NCc1cc(Cl)cc(Cl)c1)c1ccc2nc([C@H]3C[C@H](O)[C@@H](CO)O3)[nH]c2c1 | -7 | 0 | -3 | 11 | 2 | i | 2 | 1 | i
COC(=O)c1cc2c(n1S(=O)(=O)c1ccc(C)cc1)C(=O)C(=O)c1[nH]cc(C(=O)OCc3ccccc3)c1-2 | 29 | 24 | 1 | 0 | 20 | i | -2 | 2 | i
COc1ccccc1CNC(=O)C1(C)CCN1Cc1ccc2ccccc2c1 (stereo unspecified) | 20 | -2 | -1 | 4 | 4 | i | -4 | 0 | i
COc1ccc2[nH]c3c(=O)n4c(nc3c2c1)SCCC4 | -2 | -4 | -1 | 5 | -2 | i | -21 | -4 | /
COc1cc(C(=S)N2CCOCC2)cc(OC)c1OS(=O)(=O)c1ccc(NC(C)=O)cc1 | -8 | -1 | -2 | 20 | -1 | i | 14 | -6 | i
COc1cc(/C=C2\C(=O)N(c3ccc(S(N)(=O)=O)cc3)N=C2C)ccc1OC(=O)c1ccco1 | 0 | 16 | -5 | -6 | 6 | i | 4 | 10* | i
Nc1[nH][nH]c(=O)c1N=Nc1cccc(Cl)c1 | -8 | 1 | -26 | 11 | 2 | i | -19 | -5 | i
COc1ccccc1-n1cnnc1SC(C)C(=O)NCC1CCCO1 (stereo unspecified) | -6 | 5 | -1 | 1 | 2 | i | 5 | 0 | i

SMILES | FAS-TE inh | NadD block | CSN deneddyl inh | SKN-1 block | MT1-MMP act inh | Rpn11 block | MLLE-PAM2 inh | Rin1 Abl inh | Neddyl block
Cc1ccc(C2(C)NC(=O)N(CC(=O)Nc3nc(-c4ccccn4)cs3)C2=O)cc1 (stereo unspecified) | 0 | 7 | 4 | 0 | 0 | i | 22 | -1 | i
CCc1ccc(OCC(=O)NNC(=O)c2c(CC)noc2C)cc1 | -5 | -6 | -5 | 2 | 5 | i | -10 | -1 | i
C[C@@H]1CN([C@@H](C)CO)C(=O)c2cc(NC(=O)c3ccncc3)ccc2O[C@@H](C)CCCCO[C@@H]1CN(C)C(=O)Cc1ccccc1 | -8 | 8 | 0 | 0 | -2 | i | -4 | -1 | i
Cc1ccc(NC(=O)CN2C(=O)COc3ccc(C)cc32)nc1 | -4 | -3 | -3 | 19 | -1 | i | -4 | -2 | i
Cc1cccc(NC(=S)Nc2cccc3ccccc23)c1 | -1 | -4 | 21 | 15 | 0 | i | 29 | -6 | i
COCCCN1C(=O)C(=O)/C(=C(/O)c2ccc(S(=O)(=O)N3CCOCC3)cc2)C1c1cccc(Cl)c1 (stereo unspecified) | -6 | 0 | -2 | -4 | 0 | i | 5 | 2 | i
Cc1cc(=O)c(C(=O)O)nn1-c1ccccc1Cl | -3 | 5 | 2 | 0 | 4 | i | 4 | 1 | i
CCc1nc2ccc(C(=O)N(C)CC(=O)Nc3ccccc3C(F)(F)F)cc2nc1CC | -2 | -2 | 0 | 8 | 4 | i | -10 | 1 | i
CCCOc1ccc(C(=O)NCC(c2ccco2)N(C)C)cc1OC (stereo unspecified) | -15 | -4 | 0 | 1 | 0 | i | -4 | -2 | i
CCOC(=O)C1(Cc2cccc(Cl)c2)CCCN(C(=O)CCC(=O)N(C)C)C1 (stereo unspecified) | -12 | 0 | 4 | 0 | -3 | i | 11 | 0 | i
OC1(CC#CCN2CCCCC2)c2ccccc2-c2ccccc21 | -2 | -7 | 1 | 9 | -11 | i | -2 | 0 | i
Cc1nn(C)c(Cl)c1CN1CCN(CC(C)C)C(CCO)C1 (stereo unspecified) | -4 | 2 | -1 | -5 | 14 | i | 4 | 0 | i

SMILES | FAS-TE inh | NadD block | CSN deneddyl inh | SKN-1 block | MT1-MMP act inh | Rpn11 block | MLLE-PAM2 inh | Rin1 Abl inh | Neddyl block
Cc1cc(NC(=O)CSc2nnnn2-c2ccc(C(C)C)cc2)no1 | 6 | -5 | -3 | -9 | 4 | i | 0 | 2 | i
O=C(NC(Cc1ccccc1)C(=O)O)/C(=C\c1ccc(Cl)cc1)NC(=O)c1ccco1 (stereo unspecified) | -1 | -3 | 5 | 10 | -4 | i | -16 | -7 | i
N#C/C(=C\c1ccc(-c2ccccc2)o1)C(=O)Nn1cnnc1 | -1 | 0 | -1 | 51* | 1 | i | 2 | 1 | i
CCOc1cc(C(N)=O)cc(Br)c1OC | -3 | 4 | 0 | 44* | -6 | i | 14 | -3 | i
O=C(CSc1nc2ccccc2s1)NNC(=O)Nc1ccc(Cl)c(Cl)c1 | 14 | 9 | 3 | -4 | -5 | i | 13 | -4 | i
CC(O)CC(C(=O)NNc1ccccc1)C(=O)NNc1ccccc1 (stereo unspecified) | 1 | -1 | -2 | 11 | 3 | i | -7 | 0 | i
O=C(c1ccc2c3n(nc2c1)-c1ccccc1CO3)N1CCOCC1 | 18 | 2 | 1 | 14 | -1 | i | -21 | -2 | i
C=CCNc1nc(C(=O)OCC(=O)Nc2cccc(SC)c2)cs1 | 0 | 1 | -1 | 18 | 1 | i | 17 | 2 | i
COc1cccc(C2(O)CCN(C(=O)C3CC3)CC2)c1 | -5 | -3 | 2 | 4 | -2 | i | -7 | -4 | i
CCCCc1[nH]c(=O)c(C#N)c2c1CCCC2 | -4 | 3 | 3 | 6 | 3 | i | -2 | 0 | i
CC1Cc2cc(S(=O)(=O)N3CCCCC3)ccc2N1C(=O)C1CCC1 (stereo unspecified) | 7 | 0 | 2 | -13 | 0 | i | -1 | -3 | i
C=C(C)C1CC=C(C)/C(=N/Nc2ccccc2[N+](=O)[O-])C1 (stereo unspecified) | -8 | -4 | -3 | 4 | 1 | i | 2 | 0 | i

In the list so far, these contain a cyano group:
SMILES | FAS-TE inh | NadD block | CSN deneddyl inh | SKN-1 block | MT1-MMP act inh | Rpn11 block | MLLE-PAM2 inh | Rin1 Abl inh | Neddyl block
CCCCc1ccc(-c2csc(/C(C#N)=C/c3ccco3)n2)cc1 | 26 | -6 | 24 | 33 | 0 | i | -19 | -1 | i
N#C/C(=C\c1ccc(-c2ccccc2)o1)C(=O)Nn1cnnc1 | -1 | 0 | -1 | 51* | 1 | i | 2 | 1 | i
CCCCc1[nH]c(=O)c(C#N)c2c1CCCC2 | -4 | 3 | 3 | 6 | 3 | i | -2 | 0 | i

Later entries:
SMILES | FAS-TE inh | NadD block | CSN deneddyl inh | SKN-1 block | MT1-MMP act inh | Rpn11 block | MLLE-PAM2 inh | Rin1 Abl inh | Neddyl block
CCC(C(=O)Nc1c2c(nn1C(C)(C)C)CS(=O)(=O)C2)c1ccccc1 (stereo unspecified) | -4 | -3 | 5 | 2 | 0 | i | 11 | -1 | i
Cc1cc(C)n(/C(=C\N(C)C)C(=O)c2ccc(Cl)cc2)n1 | -9 | 4 | 0 | -8 | 2 | i | 1 | 2 | i
C=CCN1C(=O)N/C(=C/c2ccccc2OCC(=O)Nc2ccc(F)cc2)C1=O | -6 | -1 | -2 | 12 | 7 | i | 7 | 6 | i
O=C(COC(=O)Cc1ccsc1)Nc1ccc(Br)cc1 | 7 | -4 | -2 | 14 | 0 | i | -20 | 4 | i
CCOC(=O)c1c(CC(C)C)csc1N | 6 | 1 | 14 | 7 | 4 | i | 18 | 2 | i
O=C(CN1CCN(S(=O)(=O)c2ccc(F)cc2)CC1)Nc1ccc(Cl)c(C(F)(F)F)c1 | 39 | 6 | 0 | 11 | -4 | i | -4 | 1 | i
CC(c1ccon1)N(C)Cc1cn(Cc2ccccc2)nc1-c1ccc2c(c1)OCO2 (stereo unspecified) | 24 | -7 | 0 | 5 | -1 | i | 9 | -4 | i
COc1ccc(CN(C(=O)c2cc3ccccc3oc2=O)C2CCCCC2)cc1OC | -1 | -2 | 5 | -18 | -2 | i | 4 | 3 | i
CCCOc1ccc(/C=C2/C(=O)ON=C2C)cc1Cl | -7 | 2 | 7 | 14 | -2 | i | 5 | 3 | i
CC(=O)c1c(C)[nH]c(C(=O)Nc2cccc(C)n2)c1C | -2 | 5 | -3 | 15 | -8 | i | -13 | -2 | i
CC(=O)c1ccc(NC(=S)NC(=O)/C=C/c2ccco2)cc1 | 3 | 11 | 8 | 4 | -3 | i | 26 | 2 | i
CCN1C(=O)N[C@@H](c2cccs2)C(C(=O)OC)=C1C | -4 | -4 | -1 | 23 | 2 | i | -6 | 0 | i

SMILES | FAS-TE inh | NadD block | CSN deneddyl inh | SKN-1 block | MT1-MMP act inh | Rpn11 block | MLLE-PAM2 inh | Rin1 Abl inh | Neddyl block
O=C(O)c1cccc(N/N=C/c2ccc(OC(F)(F)F)cc2)c1 | 7 | -2 | -2 | -5 | 1 | i | 16 | 5 | i
CCOc1ccc(NS(=O)(=O)c2ccc(C(=O)NCC(c3ccc(OC)cc3)N3CCOCC3)cc2)cc1 (stereo unspecified) | 7 | 0 | -2 | 0 | 3 | i | 0 | -2 | i
CC(C)C[C@H]1CNC(=S)N1C[C@H]1CCCN1C[C@H](CC(C)C)N1C[C@H](Cc2ccc(O)cc2)N(CCc2ccccc2)C1=S | -91 | 19 | -2 | 4 | -6 | i | -38 | 8 | i
COC(=O)c1ccc(C2/C(=C(/O)c3ccc(Cl)cc3)C(=O)C(=O)N2C2CCS(=O)(=O)C2)cc1 (stereo unspecified) | 2 | 1 | 2 | -9 | 0 | i | 5 | -3 | i
CCOc1ccc(N(CC(=O)N2CCN(c3ccccc3OC)CC2)S(=O)(=O)c2ccc(F)cc2)cc1 | 25 | 6 | -5 | 6 | -3 | i | -8 | 1 | i
COc1cccc(C2C(C(=O)c3cccs3)=C(O)C(=O)N2CCN2CCOCC2)c1OC (stereo unspecified) | -4 | 3 | -6 | -1 | -2 | i | 15 | 0 | i
CCCN1C(=O)C(=O)c2cc(Cl)ccc21 | -5 | 5 | -4 | 3 | 3 | i | 4 | -4 | i
Cn1cnnc1SCC(=O)NNC(=O)COc1ccc(Br)cc1 | -5 | 2 | -3 | 8 | 4 | i | 7 | 0 | i
CCc1ccc(N2C(=O)CC(N3CCN(c4ccccn4)CC3)C2=O)cc1 (stereo unspecified) | 2 | 6 | 0 | -19 | 4 | i | 2 | -1 | i
C=CCN=C1CC(C)(C)CC(=O)/C1=C(/O)CCC(=O)OC | -12 | -6 | 0 | -2 | -1 | i | 7 | -1 | i
CCS(=O)(=O)N1CCCC(C(=O)NC2CCCC2)C1 (stereo unspecified) | -7 | 2 | -4 | 5 | -3 | i | -10 | 1 | i
CCNc1oc(-c2cccc3ccccc23)nc1C#N | 6 | -3 | 0 | -6 | 0 | i | -1 | -2 | /
Cc1nnc(Oc2ccccc2)c2ccccc12 | -6 | 6 | 5 | 3 | 1 | i | -2 | 1 | i
CC(=O)OC[C@@H]1CN(Cc2ccccc2)C[C@H](n2cnc3c(N4CCCC4)ncnc32)O1 | -2 | 0 | -2 | 1 | -2 | i | 15 | 0 | i
N#CC(C#N)=Cc1cc2ccccc2nc1N1CCOCC1 | -12 | 6 | -2 | 6 | 1 | i | -105 | -2 | i
